Compound activity: PubChem BioAssay, several laboratories
PREPL inh: inhibitors of human prolyl oligopeptidase-like enzyme PREPL; Q4J6C6; recombinant PREPL, fluorescence polarization activity-based probe; inhibition, % at 5.96 µM; 320,000 tested, 0.68% active; AID 2751; in the data active means inhibition above about 43%;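 further: 0% = enzyme with DMSO and 100% = wells lacking enzyme; many of its hits are not listed in these tables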
Efflux pump mplx: inhibitors of Candida antifungal efflux pumps expressed in yeast | S. cerevisiae Candida pump triplex, Nile Red efflux | inhibition, % at 10 µM | 330,000 tested, 0.44% active;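 active means plate passing quality check with inhibition over a set limit, or well fluorescence over plate mean plus 4 SD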;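 further: Nile Red retained in pooled yeast measured as flow cytometry median fluorescence; 0% = buffer negative control and 100% = Enniatin B positive control; higher means more Nile Red kept so more efflux inhibition; some compounds called inactive have numbers as strong as hits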
PP1 counter: counter-screen for PP5 inhibitors: inhibitors of human PP1-alpha; 320,000 tested, 0.9% active; purified PP1alpha, OMFP fluorescence; AID 2235; inhibition, % at 6.7 µM;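 active means inhibition above the mean inhibition of all tested compounds plus 3 SD, computed separately for each screening campaign, cut at about 15% in these data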
Target sequence (P62136 whole entry, looked up): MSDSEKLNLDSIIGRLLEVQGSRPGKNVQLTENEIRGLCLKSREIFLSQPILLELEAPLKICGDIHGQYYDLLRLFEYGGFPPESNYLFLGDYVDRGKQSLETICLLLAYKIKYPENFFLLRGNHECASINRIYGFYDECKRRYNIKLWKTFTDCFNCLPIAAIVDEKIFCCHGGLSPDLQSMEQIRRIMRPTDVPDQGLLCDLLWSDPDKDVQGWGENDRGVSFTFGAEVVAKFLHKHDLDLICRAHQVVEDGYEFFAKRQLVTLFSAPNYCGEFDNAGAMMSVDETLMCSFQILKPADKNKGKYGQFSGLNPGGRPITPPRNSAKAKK
EBNA-1 inh: blocks EBNA-1 binding to DNA | EBNA-1 DNA binding, fluorescence polarization | 300,000 tested, 0.34% active | inhibition, % at 14.8 µM; in the data active means inhibition above about 28%
TPT1 inh: blocks Candida albicans tRNA 2'-phosphotransferase; recombinant caTPT1, FP RNA substrate dephosphorylation; inhibition, % at 5 µM; 300,000 tested, 0.81% active; AID 1962;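 active means inhibition above the mean of all tested compounds plus 3 SD, set per screening campaign, cut at about 24% in these data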;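 further: plate controls were DMSO alone for no effect and ferristatin control at 100 nM for full effect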
CTSL1 counter: counter-screen for PFM18AAP inhibitors: inhibitors of F. hepatica cathepsin L1. recombinant F. hepatica cathepsin L1, Z-Leu-Arg-MCA fluorescence. 300,000 tested, 0.49% active. inhibition, % at 5.96 µM;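 active means inhibition above the mean of all tested compounds plus 3 SD, set per screening campaign, cut at about 17% in these data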;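 further: 0% = plate median of test compound wells and 100% = 1 µM Z-Phe-Ala-diazomethylketone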
ZTA DNA inh: blocks Epstein-Barr virus ZTA, an EBNA-1 counter-screen. inhibition, % at 11 µM. 320,000 tested, 0.15% active. ZTA-DNA binding, fluorescence polarization. AID 2234; in the data active means inhibition above about 33%
core dimer inh: HCV core protein dimerization inhibition; TR-FRET GST/Flag-core106 dimerization, 1536-well; inhibition, % at 5 µM; 300,000 tested, 0.33% active;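 active means inhibition above the mean of all tested compounds plus 3 SD, set per screening campaign, cut at about 45% in these data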
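System – GST-tagged and Flag-tagged HCV core protein residues 1-106 · Repeats – one well for each compound · Technique – TR-FRET 671 and 617 nm emission · Doses – one concentration, 5 µM, in 0.5% DMSO · Times – 4 h, 22.5 °C incubation · Also added – Eu donor and XL665 acceptor anti-tag antibodies · Measure – percent inhibition of core106 dimerization signal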
PP5 inh: PP5 (human) phosphatase inhibition; purified PP5c, OMFP substrate fluorescence; 320,000 tested, 0.18% active; inhibition, % at 6.7 µM; P53041;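 active means inhibition above the campaign's mean inhibition across all tested compounds plus 3 SD, cut at about 9.5% in these data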;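 further: 0% = DMSO only and 100% = 100 µM cantharidin control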
Target sequence (P53041 whole entry, looked up): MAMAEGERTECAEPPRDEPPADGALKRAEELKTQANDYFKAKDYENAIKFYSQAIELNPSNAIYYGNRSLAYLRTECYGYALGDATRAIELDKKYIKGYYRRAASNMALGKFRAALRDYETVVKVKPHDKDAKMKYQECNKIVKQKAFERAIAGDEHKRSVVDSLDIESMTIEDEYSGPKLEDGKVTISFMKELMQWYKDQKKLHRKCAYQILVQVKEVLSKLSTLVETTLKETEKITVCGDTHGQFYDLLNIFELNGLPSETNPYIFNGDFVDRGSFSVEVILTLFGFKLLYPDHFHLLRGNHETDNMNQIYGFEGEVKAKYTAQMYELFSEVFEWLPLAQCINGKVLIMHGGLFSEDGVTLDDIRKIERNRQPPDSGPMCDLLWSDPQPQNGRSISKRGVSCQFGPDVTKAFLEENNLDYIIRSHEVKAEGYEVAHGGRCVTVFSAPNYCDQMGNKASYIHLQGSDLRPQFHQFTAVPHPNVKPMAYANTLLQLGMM
The depositor's hits bear a star; nt = not tested or not shown. Only part of the results is shown; count on the stated rates, not on these rows.

Order of results: CTSL1 counter, ZTA DNA inh, EBNA-1 inh, PP5 inh, core dimer inh, PP1 counter, PREPL inh, Efflux pump mplx, TPT1 inh
CCOc1ccc(S(=O)(=O)Nc2cccc(C(=O)NCC3CCCO3)c2)cc1 (centres undefined)
    -3, -4, -5, 0.2, 0, -6, -2, 0.1, 1
CCOP(=O)(c1ccccc1)c1nc(-c2ccc(F)cc2)oc1N1CCCCC1 (centres undefined)
    1, -25, -11, 4.3, 13, 3, 12, 0.1, 1
O=C(Nc1ccc2c(c1)CCC2)c1c(F)cccc1Cl
    -1, -8, -8, 1.9, 1, -1, 1, 0.0, -1
O=C1CSC2=NCN(c3ccc4c(c3)OCO4)CN12
    0, 7, -6, 0.2, 0, -6, 8, 0.2, 3
O=C(NCc1ccco1)/C(=C\c1cccs1)NC(=O)c1cccs1
    0, -1, 7, -1.3, -4, 0, 3, 0.1, -4
COc1ccc(NC(=O)c2ccc(-c3ccc([N+](=O)[O-])cc3)o2)cc1
    -1, 14, -15, -1.7, 2, -1, 10, 0.1, -3
COCCN=c1scc(-c2ccc3c(c2)NC(=O)CO3)n1/N=C(\C)c1ccc(O)cc1
    7, -22, -7, 1.1, -6, 0, 24, 0.0, 27*
O=C(O)CCC(=O)Nc1ccc2c(c1)Cc1cc(NC(=O)CCC(=O)O)ccc1-2
    4, -6, -14, -0.1, -18, 3, 0, 0.4, 2
Cc1ccc(CNC(=O)c2oc3ccc(S(=O)(=O)N4CCC5(CC4)OCCO5)cc3c2C)cc1
    2, -23, -24, 4.6, 11, -3, -9, 0.0, 0
O=C(CCC(=O)N(CC(=O)NC1CCCC1)c1ccc(F)cc1)Nc1nccs1
    0, 0, 2, 0.7, 5, 0, 2, 0.1, -2
Cc1ccc(/C(N)=N/OC(=O)Cc2cccs2)cc1
    -16, 8, 15, 0.9, 0, -2, 8, 0.0, -1
C/C(=N\NC(=O)c1sccc1-n1cccc1)c1cccs1
    0, 14, 5, 1.0, 0, -5, 0, -0.2, 2
Cc1cc(C(=O)Nc2ccc(N3CCCC3)c(Cl)c2)ccc1[N+](=O)[O-]
    1, -6, 1, 7.4, -6, -5, 19, 0.0, 2
COc1cccc(CCN2CCC(CNS(=O)(=O)c3cc(-c4cc(C)no4)ccc3C)CC2)c1
    -2, -1, -10, -2.0, -4, -5, -18, -0.1, 2
O=C(COC(=O)c1ccc(Cl)nc1)NNC(=O)c1ccc(Cl)cc1
    -9, -23, -9, -0.8, -11, -2, -2, 0.0, 2
Cc1[nH]n(-c2ccccc2)c(=O)c1/C=N/NC(=O)c1ccoc1C
    -2, -5, 8, 2.0, -10, 0, -6, -0.1, -3
Cc1cc(-c2ccccc2)nc(N(C)C)c1S(C)(=O)=O
    0, -2, -8, -2.5, 2, 2, -2, 0.1, 3
CC1(NC(=O)Nc2cc([N+](=O)[O-])ccc2O)CCS(=O)(=O)C1 (centres undefined)
    nt, -16, nt, 4.0, nt, -1, 9, -0.2, nt
Cc1cc(Oc2ccc(=O)n(C)n2)nc(SCc2ccccc2)n1
    -3, 3, -7, -2.5, -6, -7, 13, 0.1, 3
COCCNc1nc(N)c([N+](=O)[O-])c(NCC2CCCO2)n1 (centres undefined)
    7, -8, 1, -2.8, -4, 0, 16, 0.4, 1
CCC(=O)Nc1cccc(NC(=O)CSc2nnc(C3CC3)n2C)c1
    0, -2, 10, 0.4, -5, -4, 6, -0.1, 3
COCCn1c(C)cc(O)c(C(=O)Nc2cccc(Cl)c2)c1=O
    3, -4, -5, 1.4, -4, -2, -2, 0.0, 0
CCCOc1ccc(C(=O)CCC(=O)OC(C)C(=O)Nc2ccc(NC(C)=O)cc2)cc1 (centres undefined)
    -57, 18, 9, 0.5, 1, -4, -9, -0.1, 0
CSc1ccc(S(=O)(=O)NCC(=O)OCC(=O)NCCc2ccccc2)cc1[N+](=O)[O-]
    -14, -4, 3, 0.2, 1, -9, 12, -0.2, -4
CC(C)Cn1c(=O)[nH]c2ccccc21
    -1, -8, -10, -4.7, 1, -8, 16, 0.2, -4
O=c1[nH]c2ccc(NS(=O)(=O)c3ccc([N+](=O)[O-])cc3)cc2[nH]1
    -4, -17, -16, 1.4, -7, -1, 12, -0.5, 0
Cc1ccc(SCCc2cc[n+](CC(=O)c3ccccc3)cc2)cc1
    3, 7, -5, -1.7, -3, -3, 34, 0.0, 2
C/C(=N\NC(=O)c1cccc(N2CCCC2=O)c1)c1ccc(N)cc1
    11, -15, -4, 1.4, 7, -1, 10, -0.1, 0
O=C(Nc1ccnc(-c2cccnc2)n1)c1ccccc1Cl
    2, -1, -13, 2.6, 3, -3, 2, 0.2, 1
O=CN1CCN(C(C(=O)NC2CCCC2)c2ccc(Cl)cc2)CC1 (centres undefined)
    -3, 12, -3, 1.2, -9, -2, 1, 0.1, -1
CCCc1cc(=O)[nH]c(SCC(=O)Nc2sc3c(c2C#N)CCC(C)C3)n1 (centres undefined)
    2, -9, 3, 2.6, 17, 2, 14, 0.0, 7
O=c1cc(CN2CCN(c3ccc(O)cc3)CC2)nc2scc(-c3ccccc3)n12
    2, -6, 3, -2.0, 21, 4, 5, 0.0, -1
O=S(=O)(c1ccccc1)N1CCCC1c1cccs1 (centres undefined)
    -17, 12, -6, 1.7, 3, 0, -11, 0.1, 0
Cc1ccc(-c2nn(-c3ccccc3)cc2C(=O)NCCCN2CCOCC2)cc1
    -1, -12, 2, 2.2, -12, -2, 4, -0.2, -6
Cc1nn(C)c(C)c1NS(=O)(=O)c1ccccc1
    0, 23, 3, 0.2, -1, -4, -16, -0.1, 2
COc1ccccc1CNC(=O)c1cc(-c2ccccc2)nn1CC1CC(c2cccc([N+](=O)[O-])c2)=NO1 (centres undefined)
    2, -3, -9, 1.6, 12, 11, -16, nt, 2
Cc1[nH]n(-c2ccccc2)c(=O)c1C(=O)Nc1ccccc1
    -3, 10, 9, -0.9, -1, -4, 4, -0.3, -8
CN(C)S(=O)(=O)N1CCN(S(=O)(=O)c2ccc3ccccc3c2)CC1
    1, -2, 10, 3.7, 6, -1, 6, 0.0, 0
Cc1c(Br)c(O)c(Br)c(O)c1/C=N/n1c(-c2ccccc2)n[nH]c1=S
    17, -8, -14, -0.2, -12, 0, 0, -0.2, -1
CCOc1ccc(NCC(=O)Nc2ccc(C)cc2C)cc1
    -2, -1, 2, 2.0, 2, -2, 13, 0.0, 1
CNC(=O)NC(=O)C(OC(=O)c1cccc(S(=O)(=O)N2CCCCC2)c1)c1ccccc1 (centres undefined)
    -11, 6, -8, 1.0, 14, -1, 1, -0.1, 0
Cc1ccc(C(=O)NNC(=O)c2cccs2)cc1
    1, 12, -1, -1.6, -1, 3, 2, -0.1, -3
COc1ccc(NC(=O)C2CCCN(S(=O)(=O)c3cnc[nH]3)C2)cc1 (centres undefined)
    1, 14, 4, -0.1, 0, -2, -3, 0.0, 0
Cc1occc1C(=O)/C(C#N)=C/c1ccc(O)c(Br)c1
    5, -2, 2, -0.4, -2, 1, 7, 0.3, 113*
CCC(C)NC(=O)/C=C/c1ccc(S(=O)(=O)NCc2ccco2)cc1 (centres undefined)
    -2, 8, 0, -0.5, 2, -2, 20, 0.1, 1
CC1CCN(C(=O)NC(=O)c2ccc(Cl)cc2)CC1
    1, -12, 8, 2.0, -3, -2, 3, 0.3, -1
O=C(NC1(O)C(=O)c2ccccc2C1=O)c1c(Cl)cccc1Cl
    54*, -9, -7, 16*, -16, 3, 15, 0.1, 1
Nc1c2nc(-c3ccccc3)[nH]c(=O)c2nc(=O)n1-c1ccccc1
    -3, 10, 11, 6.9, 0, 8, 7, 0.1, -1
C/C(=N\NC(=O)c1ccc(OC2CCCC2)cc1)c1ccc(O)cc1
    2, -3, 0, 3.7, 6, 2, -2, -0.1, 0
COc1cc(-c2nnc(NC(=O)CCS(=O)(=O)c3ccccc3)o2)cc(OC)c1OC
    12, -10, 2, 1.9, -9, 3, 6, -0.1, 3
CCN(CC(=O)Nc1ccccc1C(F)(F)F)C(=O)Cc1ccccc1
    7, -29, -4, -6.8, -7, -1, 8, 0.0, 1
O=C(NCCc1nnc2ccc(NCCCN3CCOCC3)nn12)c1ccccc1F
    1, 12, 11, -3.6, 0, -5, 7, 0.1, 4
O=C1CN(C(=O)COC(=O)CCSc2ccccc2Cl)c2ccccc2N1
    -64, -4, -4, 0.9, 8, 0, -77, -0.1, -2
Cc1cc(Cl)ccc1NC(=S)NCCc1ccc(S(N)(=O)=O)cc1
    -3, 2, 7, 1.1, -4, 2, -2, -0.1, 0
COC(=O)c1nc(N)sc1-c1ccccc1
    2, 14, 2, 0.8, -9, -1, -7, 0.0, -1
COc1ccccc1NC(=O)c1ccc[n+]([O-])c1
    -7, 10, 2, -1.6, 7, -4, 7, -0.1, 3

Single values from the list:
Entry of `CCN(CC(=O)Nc1ccccc1C(F)(F)F)C(=O)Cc1ccccc1` under Efflux pump mplx: 0.0
Entry of `CC1CCN(C(=O)NC(=O)c2ccc(Cl)cc2)CC1` under EBNA-1 inh: 8

By substructure, those above containing a Cl atom (10)
Order of results: CTSL1 counter, ZTA DNA inh, EBNA-1 inh, PP5 inh, core dimer inh, PP1 counter, PREPL inh, Efflux pump mplx, TPT1 inh
O=C(Nc1ccc2c(c1)CCC2)c1c(F)cccc1Cl
    -1, -8, -8, 1.9, 1, -1, 1, 0.0, -1
Cc1cc(C(=O)Nc2ccc(N3CCCC3)c(Cl)c2)ccc1[N+](=O)[O-]
    1, -6, 1, 7.4, -6, -5, 19, 0.0, 2
O=C(COC(=O)c1ccc(Cl)nc1)NNC(=O)c1ccc(Cl)cc1
    -9, -23, -9, -0.8, -11, -2, -2, 0.0, 2
COCCn1c(C)cc(O)c(C(=O)Nc2cccc(Cl)c2)c1=O
    3, -4, -5, 1.4, -4, -2, -2, 0.0, 0
O=C(Nc1ccnc(-c2cccnc2)n1)c1ccccc1Cl
    2, -1, -13, 2.6, 3, -3, 2, 0.2, 1
O=CN1CCN(C(C(=O)NC2CCCC2)c2ccc(Cl)cc2)CC1 (centres undefined)
    -3, 12, -3, 1.2, -9, -2, 1, 0.1, -1
CC1CCN(C(=O)NC(=O)c2ccc(Cl)cc2)CC1
    1, -12, 8, 2.0, -3, -2, 3, 0.3, -1
O=C(NC1(O)C(=O)c2ccccc2C1=O)c1c(Cl)cccc1Cl
    54*, -9, -7, 16*, -16, 3, 15, 0.1, 1
O=C1CN(C(=O)COC(=O)CCSc2ccccc2Cl)c2ccccc2N1
    -64, -4, -4, 0.9, 8, 0, -77, -0.1, -2
Cc1cc(Cl)ccc1NC(=S)NCCc1ccc(S(N)(=O)=O)cc1
    -3, 2, 7, 1.1, -4, 2, -2, -0.1, 0
